USP30 block – blocks human USP30 ubiquitin-rhodamine cleavage; Q70CQ3; purified USP30, Ub-rhodamine cleavage fluorescence; inhibition, % at 25 µM; 47,000 tested, 5.3% active; AID 1645860
Target sequence (Q70CQ3 whole entry, looked up): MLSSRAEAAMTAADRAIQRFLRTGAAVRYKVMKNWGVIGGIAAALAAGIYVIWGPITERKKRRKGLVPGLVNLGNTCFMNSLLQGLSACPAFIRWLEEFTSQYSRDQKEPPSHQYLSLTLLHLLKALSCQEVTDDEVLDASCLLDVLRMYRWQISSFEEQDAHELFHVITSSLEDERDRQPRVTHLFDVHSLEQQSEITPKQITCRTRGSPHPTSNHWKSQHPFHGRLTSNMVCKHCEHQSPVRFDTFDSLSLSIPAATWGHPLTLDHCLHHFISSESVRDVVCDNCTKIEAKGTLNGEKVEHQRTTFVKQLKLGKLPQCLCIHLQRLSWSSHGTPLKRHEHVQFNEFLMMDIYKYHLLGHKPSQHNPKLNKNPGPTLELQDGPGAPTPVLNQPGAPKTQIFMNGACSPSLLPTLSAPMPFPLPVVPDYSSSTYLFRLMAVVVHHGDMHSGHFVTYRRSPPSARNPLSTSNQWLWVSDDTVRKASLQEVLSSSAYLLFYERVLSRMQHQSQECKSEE
USP10 inh – inhibitors of human USP10 deubiquitinase | inhibition, % at 20 µM | Q14694 | purified USP10, Ub-rhodamine fluorescence, 60 min | 47,000 tested, 1.1% active
OTUD3 block – human OTUD3 deubiquitinase inhibition; inhibition, % at 25 µM; purified OTUD3, Ub-rhodamine fluorescence, 2 h; 47,000 tested, 0.7% active; Q5T2D3
Target sequence (Q5T2D3 whole entry, looked up): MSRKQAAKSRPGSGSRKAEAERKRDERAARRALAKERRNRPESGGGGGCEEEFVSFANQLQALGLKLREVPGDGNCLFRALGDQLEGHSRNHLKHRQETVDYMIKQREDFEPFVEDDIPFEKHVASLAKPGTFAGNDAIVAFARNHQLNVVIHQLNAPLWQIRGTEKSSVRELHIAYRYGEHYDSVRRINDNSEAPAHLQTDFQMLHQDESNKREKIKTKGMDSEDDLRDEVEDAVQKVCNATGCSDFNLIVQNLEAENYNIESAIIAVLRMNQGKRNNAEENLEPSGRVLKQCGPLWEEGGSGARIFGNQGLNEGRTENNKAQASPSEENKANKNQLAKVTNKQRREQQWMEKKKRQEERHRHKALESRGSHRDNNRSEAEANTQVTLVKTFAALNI
USP7 block – human USP7 deubiquitinase inhibition; purified USP7, Ub-rhodamine cleavage fluorescence; inhibition, % at 20 µM; AID 1645854; Q93009; 47,000 tested, 0.3% active
UCHL1 inh – inhibitors of human UCHL1 deubiquitinase. P09936. purified UCHL1, Ub-rhodamine cleavage fluorescence. inhibition, % at 20 µM. 47,000 tested, 0.2% active. AID 1645859
USP28 block – inhibitors of human USP28 deubiquitinase; purified USP28, Ub-rhodamine cleavage fluorescence, 30 min; 47,000 tested, 3% active; Q96RU2; inhibition, % at 25 µM; AID 1645857
USP8 block – inhibitors of human USP8 deubiquitinase | P40818 | purified USP8, Ub-rhodamine cleavage fluorescence, 30 min | inhibition, % at 20 µM | 47,000 tested, 4.2% active | AID 1645853
USP17 inh – human USP17-like deubiquitinase inhibition; A8MUK1; purified USP17, Ub-rhodamine cleavage fluorescence, 3 h; inhibition, % at 50 µM; 47,000 tested, 6.5% active; AID 1645855
* marks the source's active call; other numbers are inactive results; i = inactive. No stated cut-off is given here; in the data, active means inhibition above about 30%; inactive means the rest. The order is random. About 14% of those tested had a hit in this group.

compound | USP30 block | USP10 inh | OTUD3 block | USP7 block | UCHL1 inh | USP28 block | USP8 block | USP17 inh
CCc1cc2c(cc(C(=O)OC)n2CC(=O)Nc2ccc(C)cc2Cl)s1 | 2 | 6 | 17 | 3 | 1 | 1 | -4 | 53*
CNC(=O)Nc1ccc(C)n(CC(=O)NCc2ccc3c(c2)OCO3)c1=O | 1 | 2 | -2 | 0 | -1 | 0 | -9 | -4
O=C1N(CC2CCCCC2)CCN1c1ccc2c(c1)CCC2 | 19 | 9 | 10 | -20 | 2 | 12 | 25 | 31*
Cc1ccc(NS(=O)(=O)c2cc(-c3[nH]ncc3C(=O)N3CCOCC3)oc2C)cc1C | -6 | -1 | -5 | -3 | -2 | -8 | -22 | -20
CCC12CN3CC(C)(CN(C1)C31C(=O)Nc3ccccc31)C2=O (stereo not drawn) | 12 | 2 | 6 | 3 | 2 | 6 | 6 | 5
COc1cc(NC(=O)COC(=O)c2cc3ccccc3oc2=O)cc(OC)c1 | -7 | 2 | -11 | 7 | 2 | -20 | 0 | -9
COc1cc(C2CC(=O)c3cnc(NC(=O)c4ccccc4Cl)nc3C2)cc(OC)c1OC (stereo not drawn) | 30 | -1 | 17 | -1 | 3 | 13 | 10 | 7
CC(C)(C)c1ccccc1OCCOCCN1CCNCC1 | -10 | -1 | -5 | 0 | -3 | 29 | -44 | -33
Cc1nc2ccccn2c1C1(O)C(=O)Nc2c(Cl)cc(Cl)cc21 (stereo not drawn) | 24 | 0 | 10 | -4 | 0 | 21 | 88* | 52*
CCOc1ccc2c(c1)c(=O)c(C(=O)c1ccccc1)cn2CC(=O)Nc1ccc(OC)cc1 | 9 | 60* | 2 | 20 | 4 | 4 | 94* | -1
COc1cc(C(=O)NC2(C(F)(F)F)C(=O)Nc3c2c(=O)n(C)c(=O)n3C)cc(OC)c1OC (stereo not drawn) | -4 | 1 | -4 | 0 | -5 | -6 | -4 | -1
CC1(C)Cc2c(c(N3CCOCC3)nc3sc4c(SCC(=O)N(c5ccccc5)c5ccccc5)ncnc4c23)CO1 | -9 | 0 | 3 | 7 | 3 | 0 | 10 | 3
CSc1ccc(CNC(=O)c2nnn3cc(C)[nH]c(=O)c23)cc1 | -13 | 1 | -7 | 0 | -2 | -13 | 0 | -15
COCCCNc1nc2c(-c3ccc(Cl)cc3)nnn2c2ccccc12 | 8 | 2 | -9 | 6 | 0 | -11 | 6 | 4
CCCN1Cc2cccc(C(=O)N3CCN(c4ccc(OC)cc4)CC3)c2C1=O | 7 | 0 | 7 | 3 | 4 | 0 | 10 | 12
CC1=C(c2ccc(F)cc2)S(=O)(=O)N=C1N1CCCN(C(=O)C2CCCC2)CC1 | -9 | 0 | -3 | -1 | 0 | -5 | 0 | -5
O=C(NCc1ccc(F)cc1)c1cnc2ccccc2n1 | -39 | -6 | -9 | -8 | -3 | -10 | -4 | -8
COc1ccc(NS(=O)(=O)c2cccc(C(=O)NCc3ccncc3)c2)cc1 | 1 | -4 | 2 | 2 | 2 | -1 | -22 | -4
O=c1[nH]c(-c2cccnc2)nc2sc(-c3ccccc3)cc12 | 16 | 3 | -6 | 5 | 0 | -6 | 8 | -1
CC1=C(C)C(N(c2ccccc2)c2ccccc2)N(CCC(C)C)C1=O (stereo not drawn) | 16 | 9 | 10 | -8 | 10 | 16 | 95* | 76*

With a hit mark in USP8 block, of those listed so far:
compound | USP30 block | USP10 inh | OTUD3 block | USP7 block | UCHL1 inh | USP28 block | USP8 block | USP17 inh
Cc1nc2ccccn2c1C1(O)C(=O)Nc2c(Cl)cc(Cl)cc21 (stereo not drawn) | 24 | 0 | 10 | -4 | 0 | 21 | 88* | 52*
CCOc1ccc2c(c1)c(=O)c(C(=O)c1ccccc1)cn2CC(=O)Nc1ccc(OC)cc1 | 9 | 60* | 2 | 20 | 4 | 4 | 94* | -1
CC1=C(C)C(N(c2ccccc2)c2ccccc2)N(CCC(C)C)C1=O (stereo not drawn) | 16 | 9 | 10 | -8 | 10 | 16 | 95* | 76*

(cont.)
compound | USP30 block | USP10 inh | OTUD3 block | USP7 block | UCHL1 inh | USP28 block | USP8 block | USP17 inh
O=C(Cn1cnc2c(cnn2-c2cccc(Cl)c2)c1=O)N1CCCc2ccccc21 | -67 | -5 | -19 | -9 | -2 | -1 | -16 | -36
O=C(Cc1ccccc1)Nc1nc(-c2ccccc2)ns1 | 37* | 3 | 13 | -2 | 4 | 21 | 0 | 3
CN(C)CCN1[C@H]2CCN(C(=O)C3CC3)CC[C@@H]2Oc2ccccc2S1(=O)=O | 1 | 1 | -3 | 0 | -5 | -5 | -83 | -23
Cc1ncc(-c2cncc(CC3CCCN(C(=O)c4n[nH]c5ccccc45)C3)n2)n1C (stereo not drawn) | 14 | 2 | 7 | 3 | 1 | 5 | -8 | -6
COc1cccc(C(=O)OCC(Cc2ccccc2)N2Cc3ccccc3C2=O)c1 (stereo not drawn) | 18 | 5 | 15 | 12 | 5 | 9 | -1 | 16
CN(CC(=O)N1CCC(Cc2ccccc2)CC1)S(=O)(=O)c1cc2c(cc1Cl)NC(=O)CO2 | -70 | -9 | -17 | -1 | -3 | -21 | -3 | 11
Cc1ccnc(C2CCN(C(=O)CCc3c[nH]c4ccccc34)C2)n1 (stereo not drawn) | 5 | -1 | 0 | 1 | 0 | -1 | 10 | 3
CC(=O)Nc1ccc2nc(NC(=O)c3cc(C)n(C)n3)sc2c1 | 4 | 2 | 3 | 0 | 0 | -3 | -42 | -10
Cc1ccc(CNC(=O)[C@H](C)NC(=O)C2CCN(C(=O)[C@H](Cc3ccccc3)NC(=O)OC(C)(C)C)CC2)cc1 | i | -5 | 0 | 0 | 0 | 8 | -6 | 7
O=C(Nc1ccc(F)cc1)c1noc2c1CCc1sccc1-2 | 3 | 1 | 2 | 7 | 2 | 6 | -1 | 36*
C/C=C\C1=CC(=O)[C@]23C[C@H]2[C@]2(C)CO[C@@]1(O)[C@@]3(O)O2 | -137 | -10 | -45 | -114 | -86 | -9 | -321 | 52*
Cc1ccc(-n2nnc(C(N)=O)c2C)cc1C | 22 | 0 | 6 | -4 | 1 | 0 | 3 | 1
CCC(=O)c1c(-c2ccc(F)cc2)c2c3n(c(-c4ccc(Cl)c(Cl)c4)cn13)CCCC2 | -110 | -4 | -18 | 7 | 3 | -19 | -13 | -22
COc1cccc(C(=O)N2CCC(=O)Nc3ccccc32)c1 | 4 | 0 | 3 | 1 | -1 | 1 | 9 | 3
CN1[C@@H](CCC(=O)NCc2ccc(F)cc2)CNC(=O)[C@@H]2[C@H]1CCN2Cc1ncc[nH]1 | -27 | -6 | -9 | -1 | -1 | 3 | -3 | -38
COc1cc(Cl)c(C)cc1NC(=O)c1cc2c(CO)cnc(C)c2oc1=Nc1ccccc1 | 15 | 2 | 6 | 1 | 0 | 8 | 11 | 12
CCn1nnc2c(NCCC3=CCCCC3)ncnc21 | -2 | -3 | 0 | -6 | -2 | -3 | 0 | -13
O=C(NC1CC1)c1cn(-c2ccc(-c3nc(C4CC4)no3)cn2)cn1 | 5 | 0 | -4 | 1 | -4 | -7 | -61 | 0
CC(C)c1ccc(C2c3[nH]c4ccccc4c3C[C@@H]3C(=O)N(c4ccc5c(c4)OCCO5)C(=O)N23)cc1 (stereo partly drawn) | -73 | -8 | -37 | -5 | -2 | -22 | -27 | -60
CCCCNC(=O)c1cccc(Nc2cc(C)nc3nc(-c4cccnc4)nn23)c1 | 38* | 2 | -5 | 0 | -4 | -2 | 0 | 32*
COc1ccc(C(=O)NCC(c2cccc3ccccc23)N2CCOCC2)cc1 (stereo not drawn) | -18 | -4 | -8 | -12 | -8 | -13 | -2 | -11
O=C1CC(c2ccccc2)Cc2[nH]c(=O)c(C(=O)NCc3ccccc3)cc21 (stereo not drawn) | -57 | -10 | -4 | -3 | -11 | -5 | 14 | -28
COc1cccc(NC(=O)Cn2cnc(NC(=O)c3ccccc3)n2)c1 | 12 | 1 | 6 | 4 | 2 | 6 | 6 | 7
COc1cccc(C(=O)Nc2cnc(-c3ccccc3)nc2)c1 | 1 | 1 | -5 | -40 | 2 | 4 | 3 | 4
CSc1nnc2c3c(c(C#N)c(Nc4ccccc4)n12)CC(C)(C)OC3 | -9 | -1 | -10 | 3 | -4 | 1 | -70 | -3
O=C(Cc1ccc2c(c1)OCCO2)Nc1ccccc1C(F)(F)F | -14 | 0 | 2 | -2 | 0 | 1 | 0 | 1
COc1ccc(S(=O)(=O)N2CCOC(c3ccccc3)C2)cc1Cl (stereo not drawn) | 17 | 1 | 5 | 6 | 6 | 10 | 8 | 11
Cc1nc(-c2csc(S(=O)(=O)NCc3ccc(Br)cc3)c2)no1 | 10 | 3 | 7 | 3 | 2 | 11 | -6 | 0
COc1ccc(-c2cc(C(=O)N3CCN(CCOc4ccc(Cl)cc4)CC3)[nH]n2)cc1 | 21 | 3 | 11 | 6 | 0 | 9 | 13 | 17
Cc1ccc(-c2noc(Cn3c(=O)[nH]c4cc5c(cc4c3=O)OCO5)n2)cc1 | -32 | 9 | 6 | 2 | -1 | 4 | 55* | 2
C[C@H]1CC[C@H]2[C@@](C)(O)[C@H]3CC[C@@H]4[C@@H](C[C@H]5[C@H]4CC(=O)[C@H]4C[C@H](O)CC[C@@]45C)[C@@H]3C[N+]2([O-])C1 (stereo partly drawn) | 0 | -2 | -1 | 2 | -3 | -11 | 9 | -5
Cc1c(C(=O)NC(C)C)nnn1-c1cccc2c1CCN(Cc1ccncc1)C2 | -51 | -1 | -12 | -5 | -6 | -20 | -5 | -23
COc1ccc(S(=O)(=O)N2CCc3nc(N)c(C(=O)N4CCOCC4)cc3C2)cc1C | -7 | 0 | -2 | 5 | 0 | -5 | -1 | -4
C[C@]12CCC[C@H](O1)c1c(cc3c(c1O)C(=O)c1c(O)cc(O)cc1C3=O)O2 | i | -7 | -102 | -79 | -22 | -134 | -73 | -6
Cc1nc2ccn(Cc3cccnc3)c(=O)c2cc1C(=O)NCCCc1ccccc1 | 15 | -2 | 6 | 1 | 2 | 2 | 16 | 3
O=C(CCc1nc2ccccc2c(=O)[nH]1)Nc1ccc2c(c1)OCO2 | -21 | -2 | -3 | -2 | -1 | -2 | -3 | 9
Cn1c(=O)n(C)c2cc(N3CCCC3)c(NC(=O)c3ccccc3F)cc21 | 8 | 1 | 12 | -11 | 2 | 8 | 12 | 28
Cc1ccc(NC(=O)Cc2nnc3c(-c4nc(C5CC5)no4)cccn23)cc1 | 36* | 48* | 18 | 58* | 59* | 29 | 97* | 52*
Cc1c(CN2CCOC(c3cncc(-c4ccccc4F)n3)C2)cnn1C (stereo not drawn) | 10 | 1 | 4 | 1 | 1 | 9 | -5 | 0
Cc1cn2nc(N3CCC4(CC3)CC4c3nnc(-c4cccc(F)c4)o3)sc2n1 (stereo not drawn) | 24 | 2 | 18 | -22 | 4 | 1 | 10 | 4

Three entries already listed, sorted by length of the SMILES, falling.
compound | USP30 block | USP10 inh | OTUD3 block | USP7 block | UCHL1 inh | USP28 block | USP8 block | USP17 inh
Cc1cn2nc(N3CCC4(CC3)CC4c3nnc(-c4cccc(F)c4)o3)sc2n1 (stereo not drawn) | 24 | 2 | 18 | -22 | 4 | 1 | 10 | 4
Cc1c(C(=O)NC(C)C)nnn1-c1cccc2c1CCN(Cc1ccncc1)C2 | -51 | -1 | -12 | -5 | -6 | -20 | -5 | -23
COc1ccc(S(=O)(=O)N2CCOC(c3ccccc3)C2)cc1Cl (stereo not drawn) | 17 | 1 | 5 | 6 | 6 | 10 | 8 | 11

(next part)
compound | USP30 block | USP10 inh | OTUD3 block | USP7 block | UCHL1 inh | USP28 block | USP8 block | USP17 inh
O=C(NCc1ccc(F)cc1)c1cn(CC2CCCO2)cc2c(=O)n(-c3ccccc3)nc1-2 (stereo not drawn) | 0 | -4 | -5 | 0 | -1 | -9 | -2 | -2
O=C(NCc1noc(C2CCCC2)n1)c1ccccc1 | 5 | 3 | 0 | 5 | -1 | -6 | 10 | 2
Cc1ccc(C)c(CN2CCC(CNC(=O)CCc3nnc4ccc(N5CCOCC5)nn34)CC2)c1 | -14 | -1 | -9 | 0 | 0 | 23 | 12 | -6
Cc1cccc2cc3c(nc12)N(C(=O)C1CC1)CC3 | -51 | -5 | -4 | -1 | 0 | 3 | -1 | 35*
CC(C)CCn1c(=O)c2ccccc2n2c(CCC(=O)NC3CCN(Cc4ccccc4)CC3)nnc12 | -22 | -4 | -8 | -7 | -7 | -9 | -12 | -7
COc1ccc(N(CC(=O)Nc2cc(C)ccc2OC)S(=O)(=O)c2c(C)nn(C)c2C)cc1 | 5 | -1 | 5 | 6 | 8 | 10 | 18 | 18
Cc1nc(C2(NC(=O)Nc3ccccc3Cl)CCCC2)no1 | 6 | -2 | 2 | 2 | 1 | 8 | 15 | 0

Screening data from PubChem.
